Efa HMGR inh – E. faecalis class II HMG-CoA reductase inhibition | purified E. faecalis HMGR, NADPH absorbance 340 nm kinetic | inhibition, % at 10 µM | 190,000 compounds, 0.41% hits | AID 1066;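 active = inhibition above a set limit, the median over all tested compounds plus 3 SD, cut at about 9.5% in these data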;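 note: enzyme runs in reverse so mevalonate oxidation gives rising NADPH absorbance; 0% = complete reaction with DMSO and 100% = background rate lacking mevalonate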
G6PDH CS – L. mesenteroides G6PDH inhibition counter-screen; Purified L. mesenteroides G6PDH, diaphorase/resazurin coupled fluorescence, 45 min; inhibition, % at 5 µM; 200,000 compounds, 0.12% hits; AID 1020; in the data active = inhibition above about 50%
TNAP inh no acc – blocks human TNAP activity with no phosphate acceptor present | inhibition, % at 20 µM | AID 1012 | 200,000 compounds, 0.26% hits | purified TNAP, CDP-star luminescence, 30 min;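 active = tissue-nonspecific alkaline phosphatase inhibition above about 50% at 20 µM in the single-dose screen, limit read from the data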;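 note: 0% = DMSO negative control and 100% = EDTA positive control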
TNAP inh hi DEA – blocks human TNAP under high phosphate acceptor concentration; P05186; purified TNAP, CDP-star luminescence, 1 M DEA; inhibition, % at 20 µM; 200,000 compounds, 0.03% hits; AID 1135;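 active = over 50% inhibition of tissue-nonspecific alkaline phosphatase at 20 µM in the single-dose screen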;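 note: plate controls were DMSO wells for no effect and EDTA-quenched wells as full inhibition for full effect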
Diaph inh CS – diaphorase inhibition or chemical oxidation counter-screen; diaphorase resazurin-to-resorufin fluorescence, NADH, 16 min; bacterial (C. kluyveri) enzyme, not human; inhibition, % at 20 µM; 190,000 compounds, 0.69% hits; AID 1217;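 active = primary screen inhibition at 20 µM above a set limit, cut at about 50% in these data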;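 note: plate controls were DMSO with full reaction for no effect and wells lacking NADH for full effect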
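Assay system: diaphorase enzyme from Clostridium kluyveri; Input: enzyme working solution with 0.14 U/mL diaphorase; Timing: 16 min at room temperature; Technique: resorufin fluorescence, excitation 544 nm, emission 590 nm; Benchmarks: positive control minus NADH, DMSO neutral control.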
FLuc stim CS – affects firefly luciferase, flagging false hits in luciferase stimulation screens. P08659. ATPlite luciferase biochemical, luminescence, 10 min; 0 = ATP-free wells, 1 = DMSO control. activation factor at 10 µM. 200,000 tested, under 10 active. AID 1027;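 active = luciferase activation factor, scaled between plate controls, of at least 2 with compound at 10 µM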
Target sequence (P08659 whole entry, looked up): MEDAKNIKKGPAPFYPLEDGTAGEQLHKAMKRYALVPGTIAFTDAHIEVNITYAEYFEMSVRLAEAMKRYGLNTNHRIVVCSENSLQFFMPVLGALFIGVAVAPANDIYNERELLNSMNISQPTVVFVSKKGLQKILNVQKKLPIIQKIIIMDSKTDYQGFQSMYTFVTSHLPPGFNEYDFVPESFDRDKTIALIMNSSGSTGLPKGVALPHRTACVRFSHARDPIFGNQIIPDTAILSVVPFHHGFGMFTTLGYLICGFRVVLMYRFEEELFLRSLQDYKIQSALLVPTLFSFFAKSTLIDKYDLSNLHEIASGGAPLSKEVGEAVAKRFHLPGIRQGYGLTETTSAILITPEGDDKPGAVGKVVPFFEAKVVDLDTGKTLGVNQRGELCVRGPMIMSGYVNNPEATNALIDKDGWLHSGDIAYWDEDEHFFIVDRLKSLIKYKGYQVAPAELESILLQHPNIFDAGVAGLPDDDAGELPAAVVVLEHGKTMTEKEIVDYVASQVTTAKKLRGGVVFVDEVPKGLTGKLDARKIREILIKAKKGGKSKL
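System: luciferase plus luciferin reagent, cell-free; medium: PBS as buffer for the ATP substrate; dosing: test compounds dosed from 2 mM stocks in 100% DMSO; timing: 10 min post-reagent at room temperature; measured by: luminescence measurement of luciferase light output; evaluation: luciferase activation, seen as luminescence increase over controls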
Diaph act CS – activates diaphorase or chemically reduces, flagging diaphorase assay artifacts. Diaphorase/resazurin coupled assay, resorufin fluorescence, 16 min; stronger effect = higher value; 1 = vehicle wells, 0 = NADH-free wells. activation factor at 20 µM. 190,000 compounds, 0.005% hits;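 active = diaphorase activity raised at least twofold by the compound at 20 µM; inactive = activation factor below 2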
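Test system: Clostridium kluyveri diaphorase, purified enzyme; input: enzyme 0.07 U/mL final; buffer or medium: 50 mM HEPES pH 7.4 with 4.542 mM MgCl2, 0.005% Tween 20; also added: 0.114 mM NADH and 0.1 mM resazurin, final amounts; schedule: 16 min enzyme reaction, ambient temperature; technique: fluorescence of resorufin, 544 nm excitation, 590 nm emission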
PMI act hi M6P – increases human PMI activity with near-saturating mannose 6-phosphate | P34949 | coupled PMI enzyme assay, resazurin fluorescence, 20 min; stronger effect = higher value; 1 = untreated enzyme, 0 = substrate-free blank | activation factor at 20 µM | 190,000 compounds, 0.34% hits;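 active = activation factor of 2 or more at 20 µM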
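Test system: Human PMI in coupled enzyme assay | Input: 15 ng/mL PMI | Medium: HEPES-buffered pH 7.4 with magnesium and detergent | Compound: One concentration, 20 µM, in 1% DMSO | Incubation: Enzyme reaction with compound 20 min at room temperature | Detection: Diaphorase-driven resazurin-to-resorufin fluorescence, excitation 544, emission 590 nm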
PMI act – activators of human phosphomannose isomerase; activation factor at 20 µM; 190,000 compounds, 0.005% hits; purified human PMI, coupled resazurin fluorescence, 20 min; stronger effect = higher value; 1 = vehicle control, 0 substrate-free wells; AID 1214; P34949;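 active = activation factor of 2 or more at 20 µM, relative to plate controls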
TNAP act hi DEA – increases human TNAP activity under high phosphate acceptor concentration; purified TNAP, CDP-star luminescence, 1 M DEA, 30 min; stronger effect = higher value; 0 = EDTA background, 1 = DMSO-only activity; activation factor at 20 µM; 200,000 tested, under 10 active; AID 1136;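 active = activation factor at least 2 at 20 µM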
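Assay system: human TNAP; Input: enzyme diluted 1/800 final; Reagent: CDP-star luminogenic substrate at 100 µM final; Timing: 30 min, room temperature; Signal: luminescence; Evaluation: TNAP activation factor scaled between EDTA and DMSO control wells.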
Numbers without * were called inactive. This is a subset (hit frequency here may not be typical).

1. CCCC1COC(Cn2cncn2)(c2ccc(Cl)cc2Cl)O1 (configuration not stated)
2. Cc1ccc(S(=O)(=O)Cc2ccc(C(=O)N3CCC4(CC3)OCCO4)o2)cc1
3. OC12ONC(c3ccccn3)C1N1CCC2CC1 (configuration not stated)
4. CCOC(C(=O)OCC(O)CN(CC)CC)(c1ccccc1)c1ccccc1 (configuration not stated)
5. Nc1c(C(=O)NCCCc2ccccc2)c2nc3ccccc3nc2n1Cc1cccs1
6. O=C1NC(=O)C(=Cc2cn(CCOc3ccc4c(c3)OCO4)c3ccccc23)C(=O)N1

| entry no. | 1 | 2 | 3 | 4 | 5 | 6 |
| --- | --- | --- | --- | --- | --- | --- |
| Efa HMGR inh | -1 | 1 | -5 | -1 | -1 | -3 |
| G6PDH CS | 7 | 5 | 3 | 6 | 22 | 6 |
| TNAP inh no acc | -6 | -10 | -5 | -10 | -21 | -7 |
| TNAP inh hi DEA | -5 | -2 | -4 | -7 | -10 | 6 |
| Diaph inh CS | 16 | 22 | -5 | 15 | 9 | 11 |
| FLuc stim CS | 1 | 1 | 1.1 | 1.1 | 1 | 1 |
| Diaph act CS | 0.8 | 0.8 | 1 | 0.9 | 0.9 | 0.9 |
| PMI act hi M6P | 0.9 | 0.9 | 1.2 | 1 | 0.8 | 0.9 |
| PMI act | 0.9 | 0.8 | 1.2 | 1 | 0.8 | 0.8 |
| TNAP act hi DEA | 1 | 1 | 1 | 1.1 | 1.1 | 0.9 |

Some of the entries above in another layout:
2) Cc1ccc(S(=O)(=O)Cc2ccc(C(=O)N3CCC4(CC3)OCCO4)o2)cc1
  Efa HMGR inh: 1
  G6PDH CS: 5
  TNAP inh no acc: -10
  TNAP inh hi DEA: -2
  Diaph inh CS: 22
  FLuc stim CS: 1
  Diaph act CS: 0.8
  PMI act hi M6P: 0.9
  PMI act: 0.8
  TNAP act hi DEA: 1
3) OC12ONC(c3ccccn3)C1N1CCC2CC1 (configuration not stated)
  Efa HMGR inh: -5
  G6PDH CS: 3
  TNAP inh no acc: -5
  TNAP inh hi DEA: -4
  Diaph inh CS: -5
  FLuc stim CS: 1.1
  Diaph act CS: 1
  PMI act hi M6P: 1.2
  PMI act: 1.2
  TNAP act hi DEA: 1
4) CCOC(C(=O)OCC(O)CN(CC)CC)(c1ccccc1)c1ccccc1 (configuration not stated)
  Efa HMGR inh: -1
  G6PDH CS: 6
  TNAP inh no acc: -10
  TNAP inh hi DEA: -7
  Diaph inh CS: 15
  FLuc stim CS: 1.1
  Diaph act CS: 0.9
  PMI act hi M6P: 1
  PMI act: 1
  TNAP act hi DEA: 1.1
5) Nc1c(C(=O)NCCCc2ccccc2)c2nc3ccccc3nc2n1Cc1cccs1
  Efa HMGR inh: -1
  G6PDH CS: 22
  TNAP inh no acc: -21
  TNAP inh hi DEA: -10
  Diaph inh CS: 9
  FLuc stim CS: 1
  Diaph act CS: 0.9
  PMI act hi M6P: 0.8
  PMI act: 0.8
  TNAP act hi DEA: 1.1

Next records follow:
7. CCC(C)NC(=O)c1c(N)n(CC2CCCO2)c2nc3ccccc3nc12 (configuration not stated)
8. C1=C(c2c[nH]c3ccccc23)CCNC1
9. CN(C)c1ccc(/C=C/[N+](=O)[O-])cc1
10. CCC1CCCCN1P(=O)(c1ccc(C)o1)C(C)(C)C (configuration not stated)
11. CCOC(=O)c1c(-n2c(C)cc(C=C3C(=O)NC(=O)NC3=O)c2C)sc2c1CCCC2
12. CCC(=NCCCN(CC)CC)c1c(O)n(-c2ccccc2)c(=O)[nH]c1=O

| entry no. | 7 | 8 | 9 | 10 | 11 | 12 |
| --- | --- | --- | --- | --- | --- | --- |
| Efa HMGR inh | 0 | -7 | -8 | -2 | -2 | 1 |
| G6PDH CS | 36 | 7 | 18 | 18 | 5 | 10 |
| TNAP inh no acc | -20 | -14 | 24 | -14 | -1 | 6 |
| TNAP inh hi DEA | -10 | -4 | 28 | -7 | 1 | -2 |
| Diaph inh CS | 40 | 2 | 2 | 7 | 10 | 5 |
| FLuc stim CS | 1 | 1 | 1 | 1 | 1.1 | 1.1 |
| Diaph act CS | 0.6 | 1 | 1 | 0.9 | 0.9 | 0.9 |
| PMI act hi M6P | 0.4 | 0.9 | 1.1 | 1 | 1.1 | 0.9 |
| PMI act | 0.6 | 0.9 | 1.1 | 1 | 1.1 | 1 |
| TNAP act hi DEA | 1.1 | 1 | 0.7 | 1.1 | 1 | 1 |

13. CCN1CCN(C(=O)COc2ccc3c(c2)C(=O)CC2(CCN(C(C)=O)CC2)O3)CC1
14. CCC1CCCCN1CC(=O)c1ccc(OC(F)F)cc1 (configuration not stated)
15. O=c1[nH]c(CN2CCNCC2)nc2ccccc12
16. CCC(NC(=O)OC(C)(C)C)C(=O)Oc1cc(C)cc2oc(=O)c3c(c12)CCC3 (configuration not stated)
17. CCOc1ccc(NC(=O)c2c(C)nn(Cc3ccccc3)c2Cl)cc1
18. CCOC(=O)N(CC)c1ccc(C(O)(C(=O)OCC)C(F)(F)F)cc1 (configuration not stated)

| entry no. | 13 | 14 | 15 | 16 | 17 | 18 |
| --- | --- | --- | --- | --- | --- | --- |
| Efa HMGR inh | -2 | -3 | 0 | -6 | -1 | -8 |
| G6PDH CS | 11 | -3 | 5 | 2 | -3 | 3 |
| TNAP inh no acc | -3 | -13 | -7 | -2 | -8 | -15 |
| TNAP inh hi DEA | -6 | 0 | 0 | 0 | 2 | -6 |
| Diaph inh CS | 0 | -6 | -3 | 15 | 10 | 23 |
| FLuc stim CS | 1 | 1 | 1 | 1.1 | 1 | 1.1 |
| Diaph act CS | 1 | 1.1 | 1 | 0.8 | 0.9 | 0.8 |
| PMI act hi M6P | 1 | 1.4 | 1 | 0.9 | 0.9 | 0.9 |
| PMI act | 0.9 | 1.3 | 1 | 0.9 | 0.9 | 0.9 |
| TNAP act hi DEA | 1.1 | 1 | 1 | 1 | 1 | 1.1 |

19. Cc1ccc(-n2cc(CNC(C)Cc3cnccn3)c(-c3cccc(C)c3)n2)cc1 (configuration not stated)
20. O=[N+]([O-])c1ccc(NCCCN2CCOCC2)c2ncccc12
21. COc1cc(/C=N/NP(=S)(c2ccccc2)c2ccccc2)ccc1O
22. CC1CN=C(Nc2cccc3ccccc23)S1 (configuration not stated)
23. CNC(=S)N/N=C1\C2CN3CCN(C2)CC1(c1ccccc1)C3
24. COc1cccc(C2(C#N)CCN(C)CC2)c1

| entry no. | 19 | 20 | 21 | 22 | 23 | 24 |
| --- | --- | --- | --- | --- | --- | --- |
| Efa HMGR inh | -2 | -3 | -1 | -1 | -1 | -2 |
| G6PDH CS | 10 | 19 | 10 | 0 | 4 | 7 |
| TNAP inh no acc | -8 | 16 | 19 | -14 | -2 | 10 |
| TNAP inh hi DEA | -4 | 28 | -3 | -5 | 0 | -1 |
| Diaph inh CS | -18 | 20 | 17 | 25 | 13 | 1 |
| FLuc stim CS | 1 | 1.1 | 1.1 | 1 | 1 | 1.1 |
| Diaph act CS | 1.2 | 0.8 | 0.8 | 0.7 | 0.9 | 1 |
| PMI act hi M6P | 1.1 | 0.4 | 1 | 0.6 | 0.9 | 1.1 |
| PMI act | 1 | 0.8 | 1 | 0.9 | 0.9 | 1.1 |
| TNAP act hi DEA | 1 | 0.7 | 1 | 1.1 | 1 | 1 |
